Bfl-1 Bim block: inhibitors of Bim binding to Bfl-1, primary screen, biochemical, multiplexed, bead-based flow cytometry | Bcl-2-related protein A1 (Homo sapiens), Q16548 | Bim-Bfl-1 binding inhibition | inhibition, % at 10 µM | hit rate 0.12% among 190,000 | AID 1008, 2008;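 also: 0% = wells without compound plus tracer and 100% = blocker peptide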
ABCB1 block: ABCB1 efflux pump inhibitors, primary screen, cell-based, multiplex, flow cytometry, ABCG2 counter-screen | ATP-dependent translocase ABCB1 (Homo sapiens), P08183 | hit rate 0.067% among 190,000 | inhibition, % at 6.6 µM | CCRF-Adr cells, JC-1 efflux | AID 1326, 2008; in the data active = inhibition above about 40%;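 also: 0% = vehicle and 100% = reference inhibitor; higher value means more JC-1 retained so stronger ABCB1 efflux block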
Bim-Bcl-2: inhibitors of Bim-Bcl-2 binding, primary screen, biochemical, multiplexed, human Bcl-2 family; Apoptosis regulator Bcl-2 (Homo sapiens), P10415; Bead-based flow cytometry, Bim peptide-Bcl-2 binding; inhibition, % at 10 µM; hit rate 0.06% among 190,000; AID 950, 2007; in the data active = inhibition above about 40%; inconclusive = no clear call, values can overlap the other calls;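 also: 0% = no compound wells with probe peptide and 100% = reference peptide inhibitor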
Target sequence (P10415 whole entry, looked up): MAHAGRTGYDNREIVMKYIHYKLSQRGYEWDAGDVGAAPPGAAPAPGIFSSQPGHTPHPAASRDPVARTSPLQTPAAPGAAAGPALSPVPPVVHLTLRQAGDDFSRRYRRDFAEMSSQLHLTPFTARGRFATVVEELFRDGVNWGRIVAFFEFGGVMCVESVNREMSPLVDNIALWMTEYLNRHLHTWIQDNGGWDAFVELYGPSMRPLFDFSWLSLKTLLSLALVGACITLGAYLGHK
RGS8-Gao reg: RGS8-Galphao binding modulators, primary screen, biochemical, multiplexed bead flow cytometry | hit rate 0.34% among 220,000 | actives lie on both sides | response (percent of control binding), % at 10 µM | AID 1423, 2008; in the data active = response below about 60% or above about 140%; inactive = in between;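 also: Galphao activated as the GDP aluminium fluoride complex binding bead-coupled RGS8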
Target sequence (P09471 whole entry, looked up): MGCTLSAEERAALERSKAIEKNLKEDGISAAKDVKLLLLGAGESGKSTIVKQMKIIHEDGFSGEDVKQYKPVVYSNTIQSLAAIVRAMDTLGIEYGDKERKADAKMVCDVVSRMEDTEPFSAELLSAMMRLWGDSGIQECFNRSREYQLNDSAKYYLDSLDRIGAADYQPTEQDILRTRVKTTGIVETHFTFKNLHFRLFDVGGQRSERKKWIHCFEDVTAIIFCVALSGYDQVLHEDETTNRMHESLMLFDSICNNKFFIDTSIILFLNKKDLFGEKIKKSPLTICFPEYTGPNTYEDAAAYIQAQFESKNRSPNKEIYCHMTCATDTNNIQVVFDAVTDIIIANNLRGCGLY
RGS4-Gao reg: modulators of RGS4 binding to Galphao, primary screen, biochemical, multiplexed bead flow cytometry | hit rate 0.33% among 220,000 | Guanine nucleotide-binding protein G(o) subunit alpha (Homo sapiens), P09471 | AID 1415, 2008 | binding response (% of control), % at 10 µM | actives lie on both sides; in the data active = binding response below about 49% or above about 150%; inactive = in between;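 also: fluorescent Galphao activated with aluminum fluoride binding bead-coupled RGS4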
RGS7-Gao reg: RGS7-Galphao binding modulators, primary screen, biochemical, multiplexed bead flow cytometry. actives lie on both sides. binding response (% of control), % at 10 µM. hit rate 0.35% among 220,000; in the data active = binding response below about 49% or above about 150%; inconclusive = no clear call, values can overlap the other calls; inactive = in between;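 also: fluorescent Galphao held in activated GDP-AlF4 state binding bead-coupled RGS7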
Bcl-XL Bim block: inhibitors of Bim-Bcl-XL binding, primary screen, biochemical, multiplexed, bead flow cytometry, human Bcl-XL | Bcl-2-like protein 1 (Homo sapiens), Q07817 | hit rate 0.04% among 190,000 | inhibition, % at 10 µM | Bim peptide-Bcl-XL binding, fluorescence | AID 1007, 2008
Target sequence (Q07817 whole entry, looked up): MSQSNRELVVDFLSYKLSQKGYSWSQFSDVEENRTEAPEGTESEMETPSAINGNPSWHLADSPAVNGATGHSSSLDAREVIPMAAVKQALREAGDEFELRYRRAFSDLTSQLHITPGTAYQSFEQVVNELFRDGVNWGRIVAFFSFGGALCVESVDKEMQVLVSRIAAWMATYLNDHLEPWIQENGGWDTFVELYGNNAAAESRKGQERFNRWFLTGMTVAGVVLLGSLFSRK
GSH fluor: compound fluorescence on glutathione beads, profiling panel, artefact control, biophysical, 488/530 nm, flow cytometry; GSH beads flow cytometry, compound fluorescence 488/530 nm; stronger effect = higher value; fluorescence (KMESF) at 10 µM; hit rate 0.25% among 190,000; in the data active = fluorescence above about 89;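 also: glutathione beads carrying GST-tagged Bcl family fusion proteins plus one bare bead set; values are compound well signal with DMSO vehicle wells as background; inactives centre near 16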
Bim-Bcl-W: inhibitors of Bim binding to Bcl-W, primary screen, biochemical, multiplexed, bead-based flow cytometry. Bcl-2-like protein 2 (Homo sapiens), Q92843. Bim peptide-Bcl-W binding. inhibition, % at 10 µM. hit rate 0.02% among 190,000;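 also: 0% = bound tracer without compound and 100% = peptide blocker; higher means less fluorescent Bim peptide bound to Bcl-W beads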
Target sequence (Q92843 whole entry, looked up): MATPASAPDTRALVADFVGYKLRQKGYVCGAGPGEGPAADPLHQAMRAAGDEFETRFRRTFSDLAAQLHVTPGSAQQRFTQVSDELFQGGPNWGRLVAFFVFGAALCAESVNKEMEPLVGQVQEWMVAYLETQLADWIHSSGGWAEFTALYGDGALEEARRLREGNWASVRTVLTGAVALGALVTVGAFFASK
Bim-Bcl-B: inhibitors of Bim-Bcl-B binding, primary screen, biochemical, multiplexed, human Bcl-2 family; inhibition, % at 10 µM; bead-based flow cytometry, Bim peptide-Bcl-B binding; hit rate 0.073% among 190,000; Bcl-2-like protein 10 (Homo sapiens), Q9HD36;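 also: 0% = tracer peptide without compound and 100% = reference inhibitor peptide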
ABCG2 block: ABCG2 efflux pump inhibitors, primary screen, multiplex with ABCB1, IgMXP3 cells, flow cytometry; Broad substrate specificity ATP-binding cassette transporter ABCG2 (Homo sapiens), Q9UNQ0; JC-1 efflux; inhibition, % at 6.6 µM; hit rate 0.1% among 190,000; AID 1325, 2008;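 active = inhibition above 80%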;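 also: 0% = DMSO and 100% = nicardipine control wells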
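Test system: IgMXP3 (ABCG2) plus far-red-tagged CCRF-Adr (ABCB1) cells. Reagent: JC-1 dye as substrate. Timing: 10 min exposure at 25 °C with rotation, no wash. Measured by: flow cytometric JC-1 green MFI at 530 nm. Read-out: percent efflux inhibition, scaled nicardipine 100% to DMSO 0%. Control set: nicardipine and DMSO wells.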
* hit, by the source's call; ? = inconclusive; nt = no result given. Rule as the data show it, unless noted: active = inhibition above about 40%.

molecule	Bfl-1 Bim block	ABCB1 block	Bim-Bcl-2	RGS8-Gao reg	RGS4-Gao reg	RGS7-Gao reg	Bcl-XL Bim block	GSH fluor	Bim-Bcl-W	Bim-Bcl-B	ABCG2 block
O=C(OCc1nnc(-c2ccccc2)o1)C1CCN(S(=O)(=O)c2cccs2)CC1	-5	0.5	-4	103	102	101	-2	15	-4	0	1
COc1ccc(C(NC(=O)c2ccco2)c2ccc(OC)c(OC)c2)cc1 (stereo not given)	-14	0.5	-5	99	97	91	-6	25	1	-6	-1
COc1cccc(-c2cc(C(=O)Nc3ccc4c(c3)OCCO4)c3ccccc3n2)c1	-18	2.0	-17	88	89	83	-3	28	0	-11	4
CCCCC1CCC(C(=O)Nc2ccc(S(=O)(=O)Nc3nccs3)cc2)CC1 (stereo not given)	-1	-0.7	0	102	104	101	-5	18	-3	-1	-2
Cc1ccc(S(=O)(=O)N(CC(=O)NC2CCCC2)c2cccc(C)c2)cc1	-2	3.1	-2	103	101	101	-6	10	-4	-9	19
CCC(CC)C(=O)Nc1nnc(SCC(=O)N2CCN(c3ccccc3OC)CC2)s1	-11	0.4	-3	102	101	97	13	35	-1	-5	3
CCOC(=O)c1c[nH]n(-c2ccccc2)c1=O	-8	1.7	-2	103	106	110	-1	13	1	0	2
COc1ccc(/C=C/C(=O)c2ccc(NC(=O)c3cccs3)cc2)cc1OC	-19	0.1	-17	97	98	97	0	28	0	-15	-2
CCCN(CCC)c1nc(N(CCC)CCC)[nH]c(=O)n1	-6	0.7	-6	20*	16*	5.2*	-6	17	-3	-5	2
Cc1ccccc1Nc1c(-c2cccnc2)nc2cccc(C)n12	-5	2.0	-3	101	98	?	-4	18	0	-5	8
CCCN(Cc1ccccc1)C(=S)Nc1ccc(SC(F)F)cc1	0	0.4	-1	102	104	103	-1	67	-1	-4	2
Cc1ccc(-n2nc3c(c2NC(=O)/C=C\c2ccc4c(c2)OCO4)CSC3)c(C)c1	0	0.1	1	102	103	100	-3	17	-1	-4	2
COC(=O)c1[nH]c2cc(OC)ccc2c1N	12	0.0	7	96	102	100	0	6	-10	0	0
CCOC(=O)c1ccc2nc(C)cc(Nc3cccc(C(=O)O)c3)c2c1	4	0.3	0	99	101	98	0	13	0	-2	0
Cc1cccc2cc(COC(=O)C(C)(C)C)c(=O)[nH]c12	-12	0.5	-6	98	99	98	-4	9	2	-5	2
O=C(CCC(=O)c1cccs1)OCc1nc2ccccc2s1	0	-0.2	2	98	100	106	-1	13	-1	0	0
CN(C(=O)CSc1nnnn1-c1ccccc1)C1CCS(=O)(=O)C1 (stereo not given)	0	0.9	-1	104	99	97	-3	20	-2	-2	5
COc1ccc(CNc2ncnc3cc(OC)c(OC)cc23)cc1OC	1	1.1	0	102	100	105	1	18	2	6	6
COc1ccc(NC(=O)CCN2C(=O)C3C4CCC(C4)C3C2=O)cc1 (stereo not given)	-5	0.3	-12	104	104	104	-4	11	0	-7	3
O=Cc1ccccc1OCc1nnsc1Cl	-3	0.1	-3	95	90	95	-7	11	-4	-1	0
CCOc1ccc(NC(=O)c2cccc3c2C(=O)N(CCOC)C3)cc1	-18	3.1	-12	98	97	101	-7	33	-3	-8	82*
O=C(NC1(C(F)(F)F)C(=O)Nc2c1c(=O)[nH]c(=O)n2Cc1ccco1)C1CCCCC1 (stereo not given)	-2	0.1	-6	100	99	98	-8	5	0	-6	0
O=C(c1n[nH]c2ccccc12)N1CCN(S(=O)(=O)c2ccc3ccccc3c2)CC1	2	0.5	0	97	92	104	0	14	0	2	0
CC(C)C(NC(=O)OCc1ccccc1)C(=O)NCC(=O)OC(C)(C)C (stereo not given)	-5	0.8	-1	95	90	89	-4	55	2	-5	5
CCOC(=O)c1sc2ncnc(N3CCN(CC)CC3)c2c1C	-2	0.0	-1	103	104	103	-2	13	-3	-2	0
COc1ccc(C(=O)c2ccc(OC)c3cccc(O)c23)cc1OC	-5	0.0	-5	98	100	97	-5	24	1	-5	-1
Cc1ccc(NC(=S)N=Nc2c(O)n(C)c3ccc(S(=O)(=O)N4CCOCC4)cc23)cc1	-16	1.1	-3	103	104	104	-6	23	-4	-17	0
O=S(=O)(c1ccc(N2CCCCCC2)nc1)N1CCCC1	-5	0.1	0	105	104	103	-2	10	0	-1	2
COc1cccc(N2C(=O)CC(N3CCc4ccccc43)C2=O)c1 (stereo not given)	-2	0.6	0	107	104	106	-5	39	0	1	7
Cc1ccccc1NC(=O)N1c2ccccc2CC1C (stereo not given)	0	0.7	-2	93	96	95	-3	12	-5	-2	3
Cc1ccc(-n2c(SCC(=O)N3CCOCC3)nnc2-c2ccncc2)cc1	-7	0.2	0	101	96	98	-1	8	5	0	1
CCOC(=O)C1CSC(CC(=O)Nc2ccc(Cl)c(Cl)c2)C(=O)N1 (stereo not given)	-2	1.2	-4	102	103	103	-3	14	-2	-3	9
O=C(CCS(=O)(=O)c1cccc2nonc12)N1CCOCC1	-10	0.5	-1	97	100	100	3	31	0	-6	2
CN(C)c1ccc(C2C3C(=O)NC(=O)C3ON2c2ccc(Cl)cc2)cc1 (stereo not given)	-13	0.8	-6	101	101	105	-4	24	0	-7	1
Cc1cccc(Nc2nc(N)c(C#N)c(CC#N)c2C#N)c1	-1	0.8	-5	96	104	102	-5	9	-4	-6	6
COc1cc(/C=C(\C#N)C(=O)NCC2CCCO2)ccc1O (stereo not given)	-4	0.3	1	99	100	96	-4	13	-4	-3	19
Cn1nc(C(=O)Nc2ccc3c(c2)OCCO3)cc1C(=O)O	-3	0.2	-4	100	102	102	0	18	-2	-4	2
CC(=O)Nc1ccc2nc(-c3ccccn3)[nH]c2c1	-3	-0.1	-2	100	99	100	-1	13	-2	-3	0
COCc1nc(-c2ccc(-c3ccc(OC)cc3)nc2OC)no1	-11	-2.0	-7	99	103	104	-2	19	0	-4	-4
CC1C(=O)NN=C1C(=O)N/N=C\C(Br)=C\c1ccccc1 (stereo not given)	0	-0.5	0	95	98	98	-14	8	-6	-2	-1
O=C(NCc1ccco1)C1CCCN(S(=O)(=O)c2cnc[nH]2)C1 (stereo not given)	-4	-0.1	-3	120	107	102	-1	13	-1	-2	-1
O=C(COC(=O)c1ccccc1-c1nc2ccccc2s1)Nc1ccccc1C(F)(F)F	-18	2.2	-9	101	102	106	-10	16	-8	-8	26
O=C(C(c1ccccc1)c1ccccc1)N(Cc1ccco1)C1CCS(=O)(=O)C1 (stereo not given)	-17	2.7	-9	99	101	101	-6	30	0	-7	0
CC1CCCN(CC(O)COCc2ccccc2)C1 (stereo not given)	-4	0.2	0	101	103	?	0	20	1	-1	-1
COC(=O)[C@@H](NC(=O)Nc1cc(Cl)ccc1C)C(C)C	1	0.2	-1	92	97	97	-8	14	-1	-7	1
OC(COCC1CC=CCC1)Cn1cnc2ccccc21 (stereo not given)	0	1.0	-4	93	89	95	-6	41	-2	0	3
Cc1cccc2sc(NNC(=O)C3COc4ccccc4O3)nc12 (stereo not given)	-1	0.9	-2	nt	nt	nt	-7	18	0	-4	1
Cc1ccc(/C=N/NC(=O)CNC(=O)c2ccc(S(=O)(=O)N(C)C)cc2)o1	-5	0.8	-2	97	99	99	0	30	-2	-3	2
COC(=O)c1nnn(-c2nonc2N)c1CSc1nc2ccccc2s1	4	0.3	7	103	99	103	3	28	0	0	-3
COc1ccc(OC)c(N2C(=O)CC(Cc3ccc(C)cc3)C2=O)c1 (stereo not given)	6	0.9	4	88	88	96	0	16	3	4	2
CCN(C(=O)Nc1ccccc1)c1ccccc1	-3	0.1	-5	105	103	105	-6	10	-6	-6	0
N#CCCN1CCN(C2=NC(=O)C(=C3CCCCC3)S2)CC1	-8	0.3	-5	99	101	101	-4	63	1	-6	1
COc1ccc(-c2[nH]ncc2CNC(C)CCn2cccn2)c(F)c1 (stereo not given)	6	0.5	-1	102	104	99	2	17	8	1	3
O=C1c2oc3ccc(Cl)cc3c(=O)c2C(c2cccc(Br)c2)N1CCO (stereo not given)	-2	1.4	0	93	90	90	-10	18	-8	-6	2
Cc1c(Cl)c([N+](=O)[O-])nn1CCCC(=O)N(Cc1ccccc1)Cc1ccccc1	-16	6.6	-6	102	101	99	-4	9	-2	-6	54
COc1cccc(CNC(=O)C2CCN(S(=O)(=O)c3cccc4cccnc34)CC2)c1	-1	-0.2	-3	91	76	85	-6	13	-2	-3	3

Additional entries.
molecule	Bfl-1 Bim block	ABCB1 block	Bim-Bcl-2	RGS8-Gao reg	RGS4-Gao reg	RGS7-Gao reg	Bcl-XL Bim block	GSH fluor	Bim-Bcl-W	Bim-Bcl-B	ABCG2 block
COc1ccc(Cc2n[nH]c(=S)n2C)cc1Br	-3	-0.2	-6	97	93	89	-11	12	-7	-21	5
O=C(NC(=S)N1CCN(c2ccc([N+](=O)[O-])cc2Cl)CC1)c1ccco1	0	0.0	-3	94	96	95	-6	6	-6	-13	-3
CC1(C)C2CCC1(CS(=O)(=O)Nc1ccccc1)C(=O)C2 (stereo not given)	-3	-0.5	-2	102	104	101	-3	12	0	0	-3
O=C(O)CCCCCNc1ccc2nsnc2c1[N+](=O)[O-]	0	0.6	0	103	104	105	-3	11	-4	1	3
CC(C)Sc1nc2c(c(=O)n1-c1ccc(F)cc1)SCC2	-8	-1.3	-3	97	95	98	2	40	6	-5	2
O=C(CSc1ccc(Br)cc1)N1CCN(C(=O)c2ccco2)CC1	-3	-1.7	-1	95	97	96	0	13	-1	-3	4
O=C(Nc1ccc2c(c1)OCO2)c1ccccc1SCC(=O)N1CCCC1	1	0.3	2	98	103	100	0	17	0	3	2
COc1ccc(C2C(=O)c3ccccc3C2=O)cc1OC	-3	1.2	0	101	98	99	1	11	1	-1	3
Cc1ccc(Cn2c(=O)c3ccccc3n3nc(C)cc23)cc1	-3	5.1	-1	98	97	87	-1	11	0	-3	25
COCCSc1nnc(NC(=O)Cc2cccs2)s1	-16	0.8	-11	102	101	101	-3	27	-2	-8	12
